TbMetRS inhib = T. brucei MetRS inhibitors, primary screen, biochemical, luminescence | methionyl-tRNA synthetase (Trypanosoma brucei brucei) | purified T. brucei MetRS, ATP depletion, Kinase-Glo luminescence | inhibition, % at 11.9 µM | hit rate 0.4% among 360,000;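 active = inhibition above a per-plate cutoff of the control wells' mean inhibition plus 3 SD, cut at about 5.5% in these data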;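 note: 0% = DMSO wells median and 100% = median of wells with control inhibitor compound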
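assay system = parasite MetRS enzyme | timing = 15 min preincubation, 2 h reaction, all 25 °C | evaluation = percent inhibition relative to median high and low control wells | medium = HEPES buffer containing pyrophosphatase, BSA, spermine, DTT | compound = single dose, 11.9 µM final nominal, 0.9% final DMSO | detection = Kinase-Glo luminescence, ATP depletion format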
SUMO1-SIM PPI = modulators of SUMO1 protein-protein interactions, primary screen, biochemical, uHTS | SUMO1 binding to a labelled peptide, TR-FRET, 1 h | inhibition, % at 20 µM | hit rate 0.33% among 360,000; in the data active = inhibition above about 37%
Target sequence (P63165 whole entry, looked up): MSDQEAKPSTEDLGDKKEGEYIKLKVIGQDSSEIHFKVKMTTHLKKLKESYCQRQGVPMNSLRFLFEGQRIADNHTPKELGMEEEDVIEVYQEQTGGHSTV
LMPTP inh = LMPTP phosphatase inhibitors, primary screen, biochemical, fluorescence intensity, uHTS; Low molecular weight phosphotyrosine protein phosphatase (Homo sapiens), P24666; recombinant LMPTP-A, OMFP fluorogenic substrate; inhibition, % at 20 µM; hit rate 0.22% among 360,000;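 active = compounds that cut the enzyme signal by at least half of the control window in the single-dose screen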;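 note: plate controls were DMSO wells with enzyme plus substrate for no effect and substrate without enzyme for full effect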
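Assay system: LMPTP-A phosphatase enzyme | Input: 0.625 nM enzyme | Also added: Fluorogenic phosphatase substrate OMFP at 400 µM final | Compound dosing: One test concentration per compound, 20 µM, with 3% DMSO overall | Schedule: 50 min enzyme reaction at room temperature, protected from light | Signal: Fluorescence intensity | Benchmarks: no-enzyme and uninhibited controls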
Scp1 inh = Scp-1 phosphatase inhibitors, primary screen, biochemical, colorimetric, uHTS; hit rate 0.88% among 340,000; Recombinant Scp1, phosphopeptide, malachite green phosphate absorbance; AID 493091, 2011; inhibition, % at 20 µM;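 active = inhibition above about 50% at 20 µM, limit read from the data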;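 note: plate controls were DMSO wells with enzyme for no effect and wells lacking enzyme for full effect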
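System: SCP-1 catalytic domain; Reagent: Phospho 17-mer peptide substrate; Doses: one concentration, 20 µM, with 1.0% DMSO; Incubation: 45 min room-temperature reaction, 5 min colour, 30 min stabiliser; Signal: Phosphate-binding colour reagent, absorbance read at 630 nm.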
Rpn11 inh = Rpn11 (PSMD14) deubiquitinase inhibitors, primary screen, biochemical, fluorescence polarization, uHTS; 26S proteasome non-ATPase regulatory subunit 14 (Homo sapiens), O00487; human 26S proteasome, Ub4-pepOG fluorescence polarization; 20S core pre-blocked with epoxomicin; calls only at 20 µM; hit rate 0.59% among 360,000;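 active = inhibition at 20 µM, scaled to each plate's controls, above about 33%, limit read from the data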
NadD block = inhibitors of S. aureus NadD, primary screen, biochemical, colorimetric, uHTS; hit rate 0.78% among 360,000; Nicotinate-nucleotide adenylyltransferase NadD (Staphylococcus aureus N315); AID 602399, 2012; purified NadD enzyme, colorimetric absorbance read-out; inhibition, % at 20 µM; in the data active = inhibition above about 26%; note: some compounds past the cut are filed as inactive
DNMT1 inh = human DNMT1 methyltransferase inhibitors, primary screen, biochemical, molecular beacon, fluorescence, HinP1I cleavage, uHTS; DNA (cytosine-5)-methyltransferase 1 (Homo sapiens), P26358; inhibition (reported as % activation of signal), % at 10 µM; hit rate 0.83% among 360,000; in the data active = inhibition above about 50%
CSN inh = inhibitors of CSN-mediated cullin deneddylation, primary screen, biochemical, fluorescence polarization, uHTS; COP9 signalosome complex subunit 5 (Homo sapiens), Q92905; Purified CSN, SCF-Nedd8-OG deneddylation; inhibition, % at 12.5 µM; hit rate 0.38% among 360,000; AID 651999, 2013;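 active = pattern-corrected inhibition above about 35%, with an unprinted fluorescence ratio check between 0.5 and 1.5, limit read from the data, passing the limit was not always enough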;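 note: 0% = enzyme with substrate and 100% = substrate without enzyme; some results filed as inactive read as strong as hits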
Target sequence (Q92905 whole entry, looked up, one chain of several): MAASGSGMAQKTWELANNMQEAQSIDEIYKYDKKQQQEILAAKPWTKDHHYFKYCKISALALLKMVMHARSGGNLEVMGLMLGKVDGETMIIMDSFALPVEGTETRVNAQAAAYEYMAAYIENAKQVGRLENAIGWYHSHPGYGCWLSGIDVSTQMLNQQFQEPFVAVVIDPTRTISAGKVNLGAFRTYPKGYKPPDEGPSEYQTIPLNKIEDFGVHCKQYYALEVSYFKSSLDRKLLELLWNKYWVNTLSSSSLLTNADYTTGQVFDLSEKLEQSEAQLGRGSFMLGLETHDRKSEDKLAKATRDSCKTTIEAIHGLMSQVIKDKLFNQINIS
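Assay system: purified human Csn5 enzyme expressed in HEK293T cells; measure: % inhibition; also added: SCFSkp2-Nedd8OG substrate at 10 nM final; technique: fluorescence polarization; times: reaction 90 min, room temperature; medium: Tris buffer pH 7.5, NaCl, DTT, Tween-20, trehalose, ovalbumin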
MLLE-PAM2 inh = inhibitors of PABP1 MLLE–PAM2 peptide binding, primary screen, biochemical, fluorescence polarization, FITC-PAM2, GST-MLLE; Polyadenylate-binding protein 1 (Homo sapiens), P11940; hit rate 0.36% among 360,000; inhibition, % at 20 µM; AID 588489, 2011; in the data active = inhibition above about 35%, passing the limit was not always enough;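 note: plate controls were DMSO wells with GST-MLLE for no effect and wells lacking GST-MLLE protein for full effect; some results filed as inactive read as strong as hits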
STEP block = STEP phosphatase inhibitors, primary screen, biochemical, fluorescence intensity, uHTS; Tyrosine-protein phosphatase non-receptor type 5 (Homo sapiens), P54829; recombinant STEP, OMFP fluorogenic substrate; inhibition, % at 20 µM; hit rate 0.25% among 360,000;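 active = inhibition at 20 µM, scaled per plate between control wells, above about 37%, limit read from the data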;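 note: 0% = DMSO with enzyme and substrate and 100% = substrate only without enzyme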
Target sequence (P54829 whole entry, looked up): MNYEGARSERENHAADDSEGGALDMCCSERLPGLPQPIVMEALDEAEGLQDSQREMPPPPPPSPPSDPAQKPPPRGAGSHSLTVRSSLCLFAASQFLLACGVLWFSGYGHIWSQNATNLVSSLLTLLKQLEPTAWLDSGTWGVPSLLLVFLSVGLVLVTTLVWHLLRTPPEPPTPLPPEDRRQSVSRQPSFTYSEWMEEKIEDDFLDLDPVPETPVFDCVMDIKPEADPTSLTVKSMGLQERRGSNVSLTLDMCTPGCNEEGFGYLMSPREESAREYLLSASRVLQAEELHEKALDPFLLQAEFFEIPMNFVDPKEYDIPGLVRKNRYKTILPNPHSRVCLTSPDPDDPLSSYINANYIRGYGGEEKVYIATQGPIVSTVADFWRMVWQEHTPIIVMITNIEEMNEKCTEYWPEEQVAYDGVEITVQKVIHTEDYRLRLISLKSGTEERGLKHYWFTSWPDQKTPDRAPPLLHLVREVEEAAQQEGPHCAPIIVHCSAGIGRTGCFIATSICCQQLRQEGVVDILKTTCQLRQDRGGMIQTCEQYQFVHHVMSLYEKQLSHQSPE
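Test system: STEP tyrosine phosphatase / Reagent: OMFP at 25 µM / Doses: 20 µM, 1% DMSO / Read-out: percent inhibition scaled to no-enzyme and uninhibited-enzyme controls, plate-pattern corrected / Detection: FITC-channel fluorescence of OMFP product / Medium: Bis-Tris buffer pH 6.0, 2.5 mM DTT, 0.005% Tween 20 / Schedule: 20 min at room temperature, dark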
Starred values were filed as active, the others as inactive; i = inactive; / = not tested or not shown.

molecule | TbMetRS inhib | SUMO1-SIM PPI | LMPTP inh | Scp1 inh | Rpn11 inh | NadD block | DNMT1 inh | CSN inh | MLLE-PAM2 inh | STEP block
Cc1ccc(O)c(C(=O)c2cc(C(=O)NCc3ccccc3)c(=O)n(Cc3ccccc3)c2)c1 | -0.1 | -3 | 3.9 | -9 | i | 9 | -7 | 6 | 0 | 2
O=C(O)CCn1cc(C=C2C(=O)NC(=S)NC2=O)c(-c2cccc(Cl)c2)n1 | -0.3 | 8 | -0.4 | 67* | i | 10 | 0 | -7 | 37 | -2
COc1cc2c(cc1OC)C(C(=O)N(C)C1CCCCC1)C1CCCCN1C2=O (stereo not given) | 0.0 | 3 | -3.7 | 1 | i | 5 | -1 | -1 | -14 | 1
CCC(=O)c1ccc(OC)c(OC)c1 | 0.3 | -1 | -1.0 | 26 | i | -1 | 3 | 2 | -8 | -1
O=C(Cc1c(-c2ccccc2)nc2ccc(Br)cn12)N1CCCC1 | -0.2 | 2 | 0.3 | / | / | -4 | / | 2 | / | /
COc1ccc2c(c1)c(C(=O)O)c(C)n2CC(C)C | -0.2 | -3 | -0.5 | -7 | i | 0 | 4 | -2 | -5 | -5
COc1nc2ccccc2c(=O)n1-c1ccc(C)cc1 | -0.4 | 3 | 0.8 | -2 | i | 1 | 88* | 1 | 16 | -2
Clc1cccc(CNCCc2ccc3c(c2)OCO3)c1 | -0.7 | 3 | -2.0 | -9 | i | -4 | 1 | -3 | 4 | 4
COc1ccc2c(c1)NP(=S)(Oc1ccccc1)N2 (stereo not given) | 0.3 | 6 | 26 | -22 | i | -10 | -7 | 8 | 32 | 0
COc1ccccc1CN1CCCCC1c1cccnc1 (stereo not given) | -0.3 | -1 | -0.6 | 9 | i | 12 | 0 | 4 | -5 | -3
O=C(O)CC1OCC=C2CN3CCC45c6ccccc6NC4C1C2CC35 (stereo not given) | -1.1 | 2 | -4.8 | 12 | i | -4 | 1 | 3 | -4 | 3
CC1(C)CC2(CCO1)NCCN1C(=O)CSC12 (stereo not given) | -2.0 | -2 | 0.9 | 7 | i | 0 | 4 | 7 | 14 | -2
CCCCn1c(O)c(/C(C)=N/NC(=O)Nc2ccccc2)c(=O)[nH]c1=O | 0.0 | 4 | -2.0 | 28 | i | 2 | -1 | -1 | -13 | 1
CN1C[C@@H]2C[C@@H](c3cccn3-c3ccccn3)N3CCC[C@@]23C1=O | -0.3 | 2 | -1.3 | -1 | i | -8 | -4 | 5 | -1 | -1
Cc1ccc(C)c(C2(O)CC(C)N(C)CC2C)c1 (stereo not given) | -1.5 | -5 | -1.5 | -10 | i | -4 | 3 | 2 | -5 | -2
CC(C)N1CCN(Cc2c[nH]c3ccccc23)CC1CCO (stereo not given) | -1.1 | 5 | -0.8 | -5 | i | -3 | 1 | 3 | -5 | 2
CCc1nc2ccccc2c(=O)n1-c1ccccc1OC | -1.0 | 4 | -4.0 | -3 | i | -2 | 0 | -3 | -2 | -2
S=C1Nc2ccccc2Sc2ccccc21 | -0.4 | 14 | 1.1 | -5 | i | -4 | 0 | -16 | 33 | 1
CC(C)CCn1c(=O)c(C(=O)Nc2ccccc2S(N)(=O)=O)c(O)c2ccccc21 | -0.1 | 4 | 1.8 | -21 | i | 49* | -2 | 3 | 0 | 1
O=P1(N(CCCl)CCCl)NCCCO1 (stereo not given) | -0.3 | 5 | -7.4 | -9 | i | 0 | 1 | -6 | -4 | 1
COc1ccccc1-n1c(O)c(C=NCc2ccc3c(c2)OCO3)c(=O)[nH]c1=O | -0.5 | 1 | 0.9 | -3 | i | 1 | 0 | 5 | -19 | 1
CC(C)Sc1nnc(OC(=O)N(C)C)n1-c1ccccc1 | 0.6 | 3 | -1.0 | 10 | i | -3 | 3 | 0 | 1 | 1
C=C(Cl)CSC(=S)N(CC)CC | -0.2 | 1 | 1.2 | -6 | i | 0 | -1 | 6 | 17 | -2
Cc1ccc(-[n+]2c(Cc3nn(-c4ccccc4)c(C)[n+]3-c3ccc(C)cc3)nn(-c3ccccc3)c2C)cc1 | -0.3 | -5 | 2.9 | / | i | 12 | -2 | -3 | 20 | -1
COc1ccc(/C=C2\C(=O)NC(=O)N(CCC3=CCCCC3)C2=O)c(OC)c1 | -0.7 | 9 | 0.1 | 0 | i | 18 | 1 | 0 | -8 | -2
Cc1ccccc1N1CCN(Cc2ccc3c(c2)OCO3)CC1 | -0.4 | 15 | -0.3 | -10 | i | -2 | 1 | -2 | -7 | -1
Cc1ccc(/C=C2\C(=O)NC(=S)N(c3ccccc3F)C2=O)s1 | -1.1 | 9 | 0.6 | -4 | i | 16 | 0 | 4 | 10 | 4
CSCCC(N=Cc1c(O)n(-c2ccc(Cl)cc2)c(=O)[nH]c1=O)C(=O)OC(C)(C)C (stereo not given) | -1.1 | -5 | -0.2 | 0 | i | 8 | -3 | 0 | 8 | -10
CCOCCN1CCC(OC(C)=O)C(C)C1 (stereo not given) | -1.1 | 3 | -3.2 | 2 | i | -3 | 3 | 2 | 3 | -1
CCOCCc1c(O)[nH]c(=S)[nH]c1=O | -0.3 | -1 | 0.9 | 3 | i | -5 | -3 | -1 | -61 | -1
COc1ccc(/C=C2\C(=O)NC(=O)N(Cc3ccccc3)C2=O)c(OC)c1OC | 0.1 | 15 | -1.0 | -6 | i | 22 | -2 | 6 | 9 | -4
CCC(C)NC(=O)CCC(=O)OC1O[C@H]2OC3(C)CC[C@H]4[C@H](C)CCC(C1C)C24OO3 (stereo not given in full) | -0.4 | 24 | -0.5 | -1 | i | -2 | 0 | -1 | -3 | 1
COc1ccc(CCNCc2cc(OC)cc(OC)c2)cc1 | -0.1 | 2 | -0.9 | / | i | -2 | 5 | -1 | -9 | -4
CC(C)CCNC(=O)c1c(N)n(CC2CCCO2)c2nc3ccccc3nc12 (stereo not given) | 1.1 | -3 | 4.8 | -8 | i | 4 | -34 | 20 | 2 | 13
O=c1[nH]c(=O)n(Cc2ccccc2)c(O)c1C=NCCCO | -1.1 | 28 | -0.5 | -7 | / | 7 | -2 | 31 | -96 | 0
CCCCn1c(N)c(N(CCOC)C(=O)CN2CC=C(c3ccccc3)CC2)c(=O)[nH]c1=O | -0.1 | -3 | 4.7 | 8 | i | -3 | -3 | 6 | -5 | 4
O=C(c1ccco1)c1cn(Cc2ccccc2)c2ccccc12 | -0.5 | 2 | 2.9 | -12 | i | -8 | 0 | 4 | -3 | 0
Cc1nn(Cc2ccc(Cl)cc2Cl)c(Cl)c1C(=O)O | -1.1 | -1 | -0.2 | -1 | i | -5 | 2 | -6 | 1 | 2
CCN(CC)C(=O)c1ccc2c(c1)C1C=CCC1C(C(=O)O)N2 (stereo not given) | 0.4 | 45* | 2.2 | 39 | i | 19 | 19 | 10 | 17 | 33
Cc1cccc(CSc2nc3c(cc2C#N)CN(C)CC3)c1 | -0.5 | -3 | -1.6 | 0 | i | 5 | -1 | 2 | 3 | -1
CCCCS(=O)(=O)N1CCN(C(=N)N[N+](=O)[O-])CC1 | 0.1 | 0 | 0.7 | 4 | i | -1 | 0 | -7 | 8 | -1
CC(C)C[C@H](NP(=O)(O)O[C@@H]1O[C@@H](C)[C@H](O)[C@@H](O)[C@H]1O)C(=O)N[C@@H](Cc1c[nH]c2ccccc12)C(=O)O | -1.1 | 0 | -1.5 | -1 | i | 5 | -1 | 0 | 10 | -2
CCOc1cccc(C2NCc3ccccc3-n3cccc32)c1O (stereo not given) | -1.4 | 2 | -2.6 | -3 | i | 1 | -5 | 1 | -9 | -2
CC(=O)OC1N=C(c2ccccc2Cl)c2cc(Br)ccc2NC1=O (stereo not given) | -0.1 | 1 | -1.3 | -8 | i | -6 | -1 | -2 | -10 | -2
Cc1cc(OCC(=O)NCc2ccc(S(N)(=O)=O)cc2)c2c3c(c(=O)oc2c1)CCC3 | -0.7 | -2 | -1.3 | -4 | i | -1 | 12 | -2 | -12 | -1
CCc1ccc(OCCCN=C(C)c2c(O)n(C)c(=O)n(C)c2=O)cc1 | -0.5 | -2 | -0.5 | -7 | i | -3 | 1 | -1 | -1 | 4
C[C@]12CCC(=O)C[C@H]1CC[C@@H]1[C@@H]2CC[C@]2(C)C(=O)CC[C@@H]12 | 0.1 | 4 | -1.3 | 7 | i | 5 | 0 | -2 | -5 | -3
CN1CCC(O)(c2cccs2)C(C(=O)c2cccs2)C1 (stereo not given) | -0.5 | 1 | -0.9 | -10 | i | -3 | 2 | 5 | 26 | 6

Some of the entries so far, field by field.
> COc1ccc(CCNCc2cc(OC)cc(OC)c2)cc1
  TbMetRS inhib = -0.1	SUMO1-SIM PPI = 2	LMPTP inh = -0.9	Scp1 inh = /	Rpn11 inh = i	NadD block = -2	DNMT1 inh = 5	CSN inh = -1	MLLE-PAM2 inh = -9	STEP block = -4

> CC(C)CCNC(=O)c1c(N)n(CC2CCCO2)c2nc3ccccc3nc12 (stereo not given)
  TbMetRS inhib = 1.1	SUMO1-SIM PPI = -3	LMPTP inh = 4.8	Scp1 inh = -8	Rpn11 inh = i	NadD block = 4	DNMT1 inh = -34	CSN inh = 20	MLLE-PAM2 inh = 2	STEP block = 13

Only part of the results is shown. The share of hits here may be higher or lower than overall.
